# Compound activity: PubChem, several laboratories
# TRPN1 ag: agonists of zebrafish TRPN1 channel | activation, % at 3 µM | HEK293 zebrafish TRPN1-YFP, Fluo-8 calcium fluorescence; 100% = response to 87 µM carbachol | 220,000 tested, 0.18% active;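 active = activation above its plate's cutoff, the mean activation of test wells on that plate plus 3 SD, cut at about 19% in these data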;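 note: 0% = DMSO alone and 100% = 87 µM carbachol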
#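 Control set: carbachol 87 µM as high control, DMSO as low control; system: HEK293 stable line with zebrafish TRPN1-YFP; read-out: % activation versus carbachol response; detection: intracellular calcium fluorescence with Fluo-8; doses: single test compound dose, 3 µM nominal, 0.3% DMSO; schedule: dye 1 h 37 °C plus 30 min RT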
# TRPML3 ag: activates the human TRPML3 channel; HEK293 TRPML3-YFP, Fluo-8 calcium fluorescence; 100% = the carbachol control signal; activation, % at 3 µM; 220,000 tested, 0.29% active; AID 1448;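 active = activation above its plate's cutoff, the mean activation of the plate's test wells plus 3 SD, cut at about 12% in these data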;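 note: 0% = DMSO only wells and 100% = carbachol wells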
# Target sequence (Q8TDD5 whole entry, looked up): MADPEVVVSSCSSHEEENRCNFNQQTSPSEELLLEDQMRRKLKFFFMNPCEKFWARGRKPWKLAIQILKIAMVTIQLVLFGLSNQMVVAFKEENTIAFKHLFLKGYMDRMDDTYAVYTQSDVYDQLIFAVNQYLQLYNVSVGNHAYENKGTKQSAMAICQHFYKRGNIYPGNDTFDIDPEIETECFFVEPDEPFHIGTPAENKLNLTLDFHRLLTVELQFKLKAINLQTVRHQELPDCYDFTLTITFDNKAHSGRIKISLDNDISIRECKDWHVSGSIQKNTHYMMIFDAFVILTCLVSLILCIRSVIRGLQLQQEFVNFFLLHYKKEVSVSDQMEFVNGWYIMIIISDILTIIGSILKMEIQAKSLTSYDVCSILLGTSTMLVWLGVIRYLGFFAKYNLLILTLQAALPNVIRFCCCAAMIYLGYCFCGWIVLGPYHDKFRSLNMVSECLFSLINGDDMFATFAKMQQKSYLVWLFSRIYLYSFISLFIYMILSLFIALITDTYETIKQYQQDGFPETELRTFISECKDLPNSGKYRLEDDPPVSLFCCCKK
#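 Test system: TRPML3-YFP stable HEK293 cells. Doses: single point at 3 µM. Incubation: dye loading 1 h 37 °C then 30 min ambient, 125 s read. Signal: Fluo-8 calcium dye fluorescence, ex 470-495, em 515-575 nm. Measure: percent activation from peak-to-basal fluorescence ratio, scaled between DMSO and carbachol.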
# TNF necrop inh: TNF-alpha cell death inhibition in Jurkat FADD-/- cells; Jurkat FADD-/- TNF necroptosis rescue, ATP luminescence, 24 h; 0 = TNF only, 100 = no-TNF cells; activation (protection from cell death), % at 10 µM; 220,000 tested, 0.068% active;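 active = activation, meaning protection from cell death, of at least 50% relative to plate controls; inactive = activation below 50%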;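 note: necroptosis triggered by 40 ng/mL TNF-alpha added together with compound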
# p47phox inh: inhibitors of human p47phox binding; P14598; p47phox/p22phox peptide binding, fluorescence polarization, 2 h; inhibition, % at 24.7 µM; 220,000 tested, 0.53% active;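 active = inhibition above about 30%, limit read from the data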;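 note: 0% = p47phox with labelled peptide and 100% = labelled peptide alone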
# Mdm2 ligase inh: inhibitors of human Mdm2 E3 ubiquitin ligase | Q00987 | 210,000 tested, 0.11% active | AID 1230 | signal enhancement, % at 5 µM | cell-based MDM2 ubiquitination luciferase reporter, 2 h; 0 = plate control, 100 = twice control, blank-subtracted;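 active = signal enhancement of 30% or more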;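 note: luminescence tracks abundance of the self-degrading MDM2-luciferase fusion protein; higher signal means inhibition of MDM2 E3 ligase activity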
# Target sequence (Q00987 whole entry, looked up, the tested form may be a part): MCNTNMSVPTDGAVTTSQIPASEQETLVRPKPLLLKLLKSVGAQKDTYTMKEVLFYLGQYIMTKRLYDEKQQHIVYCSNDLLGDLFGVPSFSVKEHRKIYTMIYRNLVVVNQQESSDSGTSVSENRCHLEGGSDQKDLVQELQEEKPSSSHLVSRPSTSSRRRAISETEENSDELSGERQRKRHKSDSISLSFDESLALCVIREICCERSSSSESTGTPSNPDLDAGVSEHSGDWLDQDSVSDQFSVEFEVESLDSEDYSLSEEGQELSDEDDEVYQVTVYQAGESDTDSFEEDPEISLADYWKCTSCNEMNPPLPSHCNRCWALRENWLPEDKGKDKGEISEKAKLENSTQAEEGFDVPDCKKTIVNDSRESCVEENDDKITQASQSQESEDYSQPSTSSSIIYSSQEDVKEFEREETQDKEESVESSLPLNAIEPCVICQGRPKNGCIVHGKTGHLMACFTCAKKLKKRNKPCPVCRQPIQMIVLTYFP
#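 Material: Stable MDM2–luciferase fusion reporter cells | Amount: 2000 cells seeded into each well | Dosing: One concentration, 5 µM, with 0.2% DMSO | Incubation: 4 h cell settling then 2 h compound exposure, 37 °C | Measured by: Luciferase luminescence | Read-out basis: % enhancement relative to plate controls after blank subtraction | Benchmarks: Control and blank well means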
# PPC-1+TRAIL kill: compounds killing PPC-1 cancer cells with TRAIL present (potentiator screen, no TRAIL-free arm). 220,000 tested, 0.41% active. AID 1443. cell killing (% activity), % at 4 µM. PPC-1 cells + TRAIL, ATPLite viability luminescence;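 active = cell killing above 50% in the first pass at 4 µM, then a duplicate retest at 5 µM averaging 50% or more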;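 note: plate controls were cells with TRAIL plus DMSO for no effect and medium-only wells lacking cells for full effect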
# CHOP inh: blocks CHOP induction under ER stress; 220,000 tested, 3.8% active; CHO-K1 CHOP-promoter luciferase, tunicamycin-induced, 15-18 h; inhibition, % at 10 µM;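 active = compounds that reduced the stress-induced luciferase reporter signal by more than about 70% of percent inhibition, limit read from the data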;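 note: 0% = tunicamycin plus vehicle and 100% = wells without tunicamycin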
# EBV gp42 block: EBV gp42 inhibition | inhibition, % (tested at 21.74 µM) | 220,000 tested, 0.42% active | Fluorescence polarization binding assay, mP read-out; in the data active = inhibition above about 50%
# Runt-SMMHC FRET: inhibitors of human RUNX1 Runt domain binding to CBFb-SMMHC; Q01196+Q13951; Cerulean-Runt/Venus-CBFb-SMMHC FRET ratio 530/480, 1 h; inhibition, % at 20 µM; 220,000 tested, 0.74% active;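 active = mean inhibition across duplicate retests at 20 µM reaching about 50%, limit read from the data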;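 note: 0% = DMSO wells and 100% = wells with excess untagged CBFb-SMMHC; inhibitors lower the FRET ratio by blocking Runt binding to CBFb-SMMHC; some results filed as inactive read as strong as hits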
# Starred values were filed as active, the others as inactive; nt = no result given.
SMILES,TRPN1 ag,TRPML3 ag,TNF necrop inh,p47phox inh,Mdm2 ligase inh,PPC-1+TRAIL kill,CHOP inh,EBV gp42 block,Runt-SMMHC FRET
Cc1ccc(S(=O)(=O)N2CC3CCC2C3)cc1 (centres undefined),0.3,1.8,0.3,-52,-11,18,22,-5,2
O=C(CN1CCCc2ccccc21)N/N=C/c1ccc(F)cc1F,0.8,0.5,0.9,-14,nt,12,45,-16,0
COc1ccc(C(=O)n2nc(C#N)c(C#N)c2N)cc1,-1.3,0.7,0.0,-3,-10,5,-7,-9,1
Cc1ccc2c(c1)c(C)cc[n+]2Cc1ccccc1,0.6,2.4,-3.7,1,-6,1,-12,-14,-2
CN(C)CCNC(=O)c1coc(=O)c(Br)c1,1.7,0.6,0.0,-11,-11,-4,14,-7,2
Fc1cccc2sc(N3CCCC3)nc12,-0.1,0.3,0.3,1,-18,-6,-7,6,-6
CCOc1ccccc1NC(=S)N1CCC(NC(=O)NC23CC4CC(CC(C4)C2)C3)CC1,-0.1,-0.2,-3.6,-5,-30,19,27,-15,-1
Cc1cc(N)ccc1S(C)(=O)=O,0.1,0.1,-0.8,-16,nt,16,16,-16,0
Cc1cccc(C(=O)O/N=C2\CCSc3ccc(C)cc32)c1,0.1,-0.6,-2.6,94*,-11,-12,-14,5,-1
Cc1c(NS(=O)(=O)N2CCCC2)c(=O)n(-c2ccccc2)n1C,-0.8,-0.3,2.3,-5,-11,-9,0,3,-2
CN(C(=O)OCc1ccccc1)C(CC(N)=O)C(=O)O (centres undefined),2.4,0.2,-0.9,-9,-2,3,-3,-13,1
CC(C)Cc1nn2c(N)c(/C=C3\C=Nc4ccccc43)c(=O)nc2s1,-0.1,0.0,1.4,-56,-11,-9,-23,-12,-54
COc1cccc2c(=O)n(CC(=O)NCCc3ccccc3)ccc12,1.9,0.1,1.5,-1,-14,-8,-20,-17,-8
CCS(=O)(=O)N1Cc2ccccc2CC1C(=O)Nc1nccs1 (centres undefined),0.7,1.2,3.2,-16,-26,4,-29,-14,0
Cc1ccc2oc(C(Cl)(Cl)Cl)cc(=O)c2c1,-0.7,0.1,-24,-7,-1,-12,64,-2,3
CC1(C)CC(=O)C=C(C(=O)N2CCCC(C(=O)c3cccc(Cl)c3)C2)O1 (centres undefined),1.6,0.4,0.7,-12,5,8,12,-6,0
Cn1c(C(=O)N2CCCc3ccccc32)cc2c(=O)n3ccccc3nc21,0.2,1.6,-2.9,-13,-21,6,-4,3,8
COc1cc(-c2nc(C(F)(F)F)c(OC)o2)cc(OC)c1OC,1.0,0.3,0.9,-1,-7,18,19,-7,-5
CC(C)(C)C(=O)/C=c1\[nH]c(=O)/c(=C\c2ccc(F)cc2)s1,-0.3,0.5,2.1,-13,-10,26,81*,1,-3
CCc1c(C)c2ccc(OCC(=O)OC(C)C)c(C)c2oc1=O,0.6,0.7,-1.9,2,-6,-2,56,0,2

# 3 compounds already listed, sorted by their value in EBV gp42 block, largest number first.
smiles | EBV gp42 block
Fc1cccc2sc(N3CCCC3)nc12 | 6
Cn1c(C(=O)N2CCCc3ccccc32)cc2c(=O)n3ccccc3nc21 | 3
Cc1cc(N)ccc1S(C)(=O)=O | -16

# Entries of single compounds as entered above. Order of values: TRPN1 ag | TRPML3 ag | TNF necrop inh | p47phox inh | Mdm2 ligase inh | PPC-1+TRAIL kill | CHOP inh | EBV gp42 block | Runt-SMMHC FRET
# Cn1c(C(=O)N2CCCc3ccccc32)cc2c(=O)n3ccccc3nc21 is listed with 0.2 | 1.6 | -2.9 | -13 | -21 | 6 | -4 | 3 | 8
# Cc1ccc2oc(C(Cl)(Cl)Cl)cc(=O)c2c1 is listed with -0.7 | 0.1 | -24 | -7 | -1 | -12 | 64 | -2 | 3
# COc1cc(-c2nc(C(F)(F)F)c(OC)o2)cc(OC)c1OC is listed with 1.0 | 0.3 | 0.9 | -1 | -7 | 18 | 19 | -7 | -5
# CCS(=O)(=O)N1Cc2ccccc2CC1C(=O)Nc1nccs1 (centres undefined) is listed with 0.7 | 1.2 | 3.2 | -16 | -26 | 4 | -29 | -14 | 0

# (list continues)
SMILES,TRPN1 ag,TRPML3 ag,TNF necrop inh,p47phox inh,Mdm2 ligase inh,PPC-1+TRAIL kill,CHOP inh,EBV gp42 block,Runt-SMMHC FRET
COc1ccc(OC)c(NC(=O)Cn2c(=O)n(CC(=O)NCc3ccco3)c(=O)c3ccccc32)c1,0.3,0.3,1.6,-8,-6,-2,17,-4,-1
Cc1cc2nc(C(C)(C)C)cc(N)n2n1,-0.1,1.2,-0.1,10,-1,27,6,7,1
[2H]c1c([2H])c([2H])c(C(=O)c2sc(N3CCCCCC3)nc2-c2ccccc2)c([2H])c1[2H],-2.1,-0.1,-6.4,3,-1,-3,16,-4,2
O=C(c1ccc2c(c1)OCCO2)N1CCN(c2ccc([N+](=O)[O-])cc2)CC1,0.0,1.0,-0.3,-2,-77,-9,-1,-23,-4
Cc1ccc(C)c(N2CCN(C(=O)CCNC(=O)Cn3ccc4ccccc4c3=O)CC2)c1,-0.6,-0.1,-1.2,-7,-1,3,17,3,-6
Cn1c(=O)c(-c2ccccc2N)nc2ccccc21,-0.1,0.1,-0.8,-14,-15,-6,17,-18,-1
Cc1ccc(Cl)c(OCC(=O)NCc2ccco2)c1,-0.1,0.1,-0.6,-9,-3,23,-2,-16,-12
O=C(c1ccc(=O)n(Cc2ccccc2)n1)N1CCN(C/C=C/c2ccccc2)CC1,5.3,1.2,-1.0,-10,6,1,14,-18,-3
O=C(O)c1ccccc1NS(=O)(=O)c1ccc2c(c1)OCCO2,0.1,0.3,0.0,-9,-8,19,8,-12,-4
Nc1ccccc1SCC1CSc2nc3ccccc3c(=O)n21 (centres undefined),-0.4,1.5,0.3,3,-9,12,6,-3,1

# Brought forward from above: 4 compounds; new compounds follow.
SMILES,TRPN1 ag,TRPML3 ag,TNF necrop inh,p47phox inh,Mdm2 ligase inh,PPC-1+TRAIL kill,CHOP inh,EBV gp42 block,Runt-SMMHC FRET
Cc1ccc(Cl)c(OCC(=O)NCc2ccco2)c1,-0.1,0.1,-0.6,-9,-3,23,-2,-16,-12
O=C(c1ccc(=O)n(Cc2ccccc2)n1)N1CCN(C/C=C/c2ccccc2)CC1,5.3,1.2,-1.0,-10,6,1,14,-18,-3
O=C(O)c1ccccc1NS(=O)(=O)c1ccc2c(c1)OCCO2,0.1,0.3,0.0,-9,-8,19,8,-12,-4
Nc1ccccc1SCC1CSc2nc3ccccc3c(=O)n21 (centres undefined),-0.4,1.5,0.3,3,-9,12,6,-3,1
CN(Cc1ccccc1)S(=O)(=O)c1ccc(OCC(=O)Nc2cccc([N+](=O)[O-])c2)cc1,-0.1,0.2,-1.5,-7,-8,16,1,-13,-4
Cc1ccccc1NC(=O)COc1ccc(Br)cc1C,0.1,-0.4,0.7,-9,-11,6,19,-6,2
COc1ccc(Nc2oc(-c3ccccc3F)nc2C#N)cc1,-2.7,-0.2,-2.1,-4,4,9,-1,2,-32
O=C1C2(c3ccccc3)CN(CCO)CC1(c1ccccc1)CN(CCO)C2,-0.2,-0.2,-2.0,-13,-9,6,9,-20,-3
COc1ccc(OC)c(S(=O)(=O)N2CCC(C(=O)Nc3cccc(C(F)(F)F)c3)CC2)c1,-1.6,-1.3,-4.0,-7,-4,17,47,-9,2
CC(=O)N1CCN(Cc2nc3cc(NC(=O)COc4ccccc4)ccc3n2C)CC1,0.1,0.4,1.0,-6,-16,20,16,-7,2
c1coc(-c2nc3nc4ccccc4nc3n2-c2ccc3c(c2)OCCO3)c1,1.2,0.1,-7.0,-11,-8,24,-13,-7,-5
CCOC(=O)c1ccc(N2C(=O)CC(N(Cc3ccc4c(c3)OCO4)C(=O)Nc3ccccc3)C2=O)cc1 (centres undefined),-1.3,0.2,-1.3,-7,-2,15,2,-20,-4
CN1/C(=C/C(=O)c2cccs2)Sc2ccccc21,-3.0,-0.1,-8.1,-29,-13,46,24,-7,83*
NS(=O)(=O)c1ccc(NC(=S)NC2CCCCCC2)cc1,0.2,0.7,-1.0,-20,4,-2,-6,-14,-1
COC(=O)C1=NN(c2ccc(C)cc2)C2(S1)SC(C(C)=O)=C(C)N2c1ccccc1 (centres undefined),-0.1,0.5,-0.1,6,-13,-35,30,-12,-2
CNc1oc(-c2ccc(C)cc2)nc1P(=O)(c1ccccc1)c1ccccc1,-1.6,-1.3,-2.6,0,-11,10,107*,-18,-6
CC(C)CCNC(=O)Cc1csc(-c2ccccc2)n1,-2.1,0.3,1.0,-13,-18,-4,4,-7,-2
CC(C)(C)OC(=O)NCCCC[C@H](NC(=O)c1nc[nH]c1C(=O)N1CCc2ccccc2C1)C(=O)OC(C)(C)C,nt,nt,3.7,-13,22,27,28,-16,1
CCOC(=O)C(C)Sc1nnc(NC(=O)c2ccc(C)c([N+](=O)[O-])c2)s1 (centres undefined),1.6,1.1,0.5,-13,-19,-1,15,-3,2
Cc1cccc(N2C(=O)C3C4CC(=O)C(c5ccccc54)C3C2=O)c1C (centres undefined),-0.7,1.6,-0.4,8,-11,3,5,-7,-1
Cc1cc(NC(=O)CSc2nc(C(C)C)nc3c2c(=O)n(C)c(=O)n3C)no1,0.7,0.1,-1.7,-4,33*,13,54,-28,1
CCOc1cc(Br)c(C(=O)O)cc1OC,-0.9,0.6,1.5,-7,-10,15,-29,-5,-2
Cc1ccc(/C=N/NC(=O)CCCOc2ccc(Cl)cc2Cl)cc1[N+](=O)[O-],0.0,-0.1,0.9,-3,4,33,40,-14,-5
Cc1cc(C)n2nc(SCC(=O)NCc3ccco3)nc2n1,0.7,0.0,-2.0,5,-4,19,9,-3,-11
O=C(CC1SC(=O)N(Cc2ccc(Cl)cc2)C1=O)Nc1nccs1 (centres undefined),1.1,1.1,1.5,-10,-15,-11,12,-3,-3
CCOC(=O)/C(C#N)=C/c1cn(CCC(=O)O)nc1-c1ccc(Cl)cc1,0.5,0.5,1.6,-15,-8,0,-14,-15,-4
O=C(c1ccccc1C(=O)N1CCN(c2ccccc2)CC1)N1CCN(c2ccccc2)CC1,1.2,-0.1,-1.0,-3,-11,13,-3,27,-11
CCN1C(=O)CC(N2CCC(c3nc4ccccc4[nH]3)CC2)C1=O (centres undefined),-0.4,0.6,1.0,nt,5,6,13,-16,0
CCOc1ccc(C(=O)C(c2ccccc2)N2CCOCC2)cc1 (centres undefined),-0.8,-0.4,-0.3,-15,1,-4,27,-16,0
O=C(NCc1cccnc1)Nc1cccc(NC(=O)NCc2cccnc2)c1,0.8,0.7,1.4,-8,-12,12,8,-11,0

# Hits appear at their usual frequency; overall some 5.9% were active at least once.
